Bioassay records deposited in PubChem BioAssay by The Scripps Research Institute Molecular Screening Center.
IDE act: activators of human insulin-degrading enzyme in cells; P14735; activation, % at 5.96 µM; AID 493087; HEK cells, FAbeta-B cleavage, fluorescence polarization; 0% vehicle, 100% cell-free pure enzyme wells; hit rate 0.073% among 340,000;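 active = activation above the mean of all tested compounds plus 3 SD, set per screening campaign, cut at about 17% in these data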
Target sequence (P14735 whole entry, looked up): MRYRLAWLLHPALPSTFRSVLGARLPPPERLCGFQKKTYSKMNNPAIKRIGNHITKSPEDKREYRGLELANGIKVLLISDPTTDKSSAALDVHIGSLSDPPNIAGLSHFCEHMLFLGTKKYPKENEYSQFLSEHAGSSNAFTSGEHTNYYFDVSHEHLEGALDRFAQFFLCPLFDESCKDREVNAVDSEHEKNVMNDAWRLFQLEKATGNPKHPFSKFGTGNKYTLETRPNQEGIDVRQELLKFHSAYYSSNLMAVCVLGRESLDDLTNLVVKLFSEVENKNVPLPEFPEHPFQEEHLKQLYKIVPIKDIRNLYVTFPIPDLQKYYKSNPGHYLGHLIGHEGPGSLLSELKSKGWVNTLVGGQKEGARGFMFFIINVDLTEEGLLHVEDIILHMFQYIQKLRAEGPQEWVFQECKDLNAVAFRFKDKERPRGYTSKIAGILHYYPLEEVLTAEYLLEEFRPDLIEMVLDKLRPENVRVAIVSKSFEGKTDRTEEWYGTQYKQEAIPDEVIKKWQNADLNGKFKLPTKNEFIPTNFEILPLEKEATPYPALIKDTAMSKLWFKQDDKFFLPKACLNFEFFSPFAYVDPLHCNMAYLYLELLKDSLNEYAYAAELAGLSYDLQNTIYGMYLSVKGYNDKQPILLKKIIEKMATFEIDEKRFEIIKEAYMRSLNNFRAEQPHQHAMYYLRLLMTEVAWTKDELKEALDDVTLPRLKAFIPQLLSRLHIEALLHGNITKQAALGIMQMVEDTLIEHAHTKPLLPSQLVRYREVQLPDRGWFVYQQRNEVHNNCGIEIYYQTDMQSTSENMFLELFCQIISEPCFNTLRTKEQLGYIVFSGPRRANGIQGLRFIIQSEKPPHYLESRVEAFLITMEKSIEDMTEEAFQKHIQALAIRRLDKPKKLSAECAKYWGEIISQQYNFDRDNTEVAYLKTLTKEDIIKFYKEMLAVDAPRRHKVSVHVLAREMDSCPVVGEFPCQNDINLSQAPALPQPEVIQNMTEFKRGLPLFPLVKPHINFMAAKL
The depositor's hits bear a star.

SMILES | IDE act
c1ccc(NCCC2OCC3(CO2)COC(CCNc2ccccc2)OC3)cc1 (stereo not drawn) | 9
CC(=O)Nc1ccc(S(=O)(=O)NN=Cc2ccc(Cl)c(Cl)c2)cc1 | 4
CCN(CC)CCOC(=O)c1ccc(N=CC2=C(O)CC(C)(C)CC2=O)cc1 | 5
O=C(CC1C[C@H](C(=O)N2CCOCC2)[C@@]2(CCC3CCCC3)c3[nH]c4ccccc4c3CCN2C1=O)NCc1cccc(C(F)(F)F)c1 (stereo partly drawn) | -1
CCN1C(=N)N(c2ccccc2)C(=O)C(CC)(CC)C1=O | 4
CN(CC(=O)Nc1c(Cl)cccc1Cl)C(=O)CCC(=O)c1ccccc1 | 2
Cc1cc(NC(=O)c2cc3ccccc3o2)no1 | -3
O=C(CCNC(=O)c1ccccc1Cl)NCC1COc2ccccc2O1 (stereo not drawn) | 5
CCOC(=O)Nc1c(Cl)[nH]c(=O)n(C)c1=O | 2
O=C(N1CCc2cc(S(=O)(=O)NC[C@H]3O[C@@H](n4ccc(=O)[nH]c4=O)[C@H](O)[C@@H]3O)ccc2C1)C(F)(F)F | -2
CC(C)(C)OC(=O)N(Cc1ccccc1)Cc1ccccc1OCc1cccc(NC(=O)c2ccccc2)c1 | 3
Cc1noc(C)c1COc1ccccc1C(=O)N1CCN(S(=O)(=O)c2ccccc2Br)CC1 | 2
Cc1cccc(N=NC(=S)NNc2cccc(C)c2)c1 | 6
CCOc1ccccc1C=NN=Cc1ccccc1O | 2
CCc1cccc(OCCOC(=O)CNS(=O)(=O)c2ccc(NC(C)=O)cc2)c1 | 5
O=S(Cc1ccccc1)Cc1ccccc1 | 1
CCOc1ncccc1C(=O)Nc1ccc2c(c1)OCCCO2 | 4
O=C1c2ccccc2C(=O)N1N(c1ccccc1)c1ccccc1 | 7
O=c1cc2c(c(-c3ccccc3)n1Cc1ccccc1)[C@H](CCO)NC2 | 3
Cc1ccc(S(=O)(=O)N(CCC(=O)NCC(c2ccccc2)N(C)C)c2ccccc2)cc1 (stereo not drawn) | 3
Cc1c(NS(=O)(=O)c2cccc(C(=O)Nc3ccc(SC(F)F)cc3)c2)c(=O)n(-c2ccccc2)n1C | 5
CCOC(=O)C1=CNS(=O)(=O)NC1c1ccc(C#N)cc1 (stereo not drawn) | 4
COc1ccc2c(c1)N(C[C@H](C)CN(C)C)c1ccccc1S2 | 3
O=C1NC(=O)C(CCc2ccccc2)(c2ccccc2)N1 (stereo not drawn) | -1
CON(C)C(=O)/C=C/c1ccc([B-](F)(F)F)cc1 | 1

Exported comma-delimited: part of the list above.
compound,IDE act
CC(=O)Nc1ccc(S(=O)(=O)NN=Cc2ccc(Cl)c(Cl)c2)cc1,4
CCN(CC)CCOC(=O)c1ccc(N=CC2=C(O)CC(C)(C)CC2=O)cc1,5
O=C(CC1C[C@H](C(=O)N2CCOCC2)[C@@]2(CCC3CCCC3)c3[nH]c4ccccc4c3CCN2C1=O)NCc1cccc(C(F)(F)F)c1 (stereo partly drawn),-1
CCN1C(=N)N(c2ccccc2)C(=O)C(CC)(CC)C1=O,4
CN(CC(=O)Nc1c(Cl)cccc1Cl)C(=O)CCC(=O)c1ccccc1,2
Cc1cc(NC(=O)c2cc3ccccc3o2)no1,-3
O=C(CCNC(=O)c1ccccc1Cl)NCC1COc2ccccc2O1 (stereo not drawn),5
CCOC(=O)Nc1c(Cl)[nH]c(=O)n(C)c1=O,2
O=C(N1CCc2cc(S(=O)(=O)NC[C@H]3O[C@@H](n4ccc(=O)[nH]c4=O)[C@H](O)[C@@H]3O)ccc2C1)C(F)(F)F,-2
CC(C)(C)OC(=O)N(Cc1ccccc1)Cc1ccccc1OCc1cccc(NC(=O)c2ccccc2)c1,3
Cc1noc(C)c1COc1ccccc1C(=O)N1CCN(S(=O)(=O)c2ccccc2Br)CC1,2
Cc1cccc(N=NC(=S)NNc2cccc(C)c2)c1,6
CCOc1ccccc1C=NN=Cc1ccccc1O,2
CCc1cccc(OCCOC(=O)CNS(=O)(=O)c2ccc(NC(C)=O)cc2)c1,5
O=S(Cc1ccccc1)Cc1ccccc1,1
CCOc1ncccc1C(=O)Nc1ccc2c(c1)OCCCO2,4
O=C1c2ccccc2C(=O)N1N(c1ccccc1)c1ccccc1,7
O=c1cc2c(c(-c3ccccc3)n1Cc1ccccc1)[C@H](CCO)NC2,3
Cc1ccc(S(=O)(=O)N(CCC(=O)NCC(c2ccccc2)N(C)C)c2ccccc2)cc1 (stereo not drawn),3
Cc1c(NS(=O)(=O)c2cccc(C(=O)Nc3ccc(SC(F)F)cc3)c2)c(=O)n(-c2ccccc2)n1C,5
CCOC(=O)C1=CNS(=O)(=O)NC1c1ccc(C#N)cc1 (stereo not drawn),4
COc1ccc2c(c1)N(C[C@H](C)CN(C)C)c1ccccc1S2,3
O=C1NC(=O)C(CCc2ccccc2)(c2ccccc2)N1 (stereo not drawn),-1
CON(C)C(=O)/C=C/c1ccc([B-](F)(F)F)cc1,1

Next part
SMILES | IDE act
COc1ccc(C2CC(=O)Oc3cc(C)cc(C)c32)cc1 (stereo not drawn) | -1
CC[C@]12c3[nH]c4cc(-c5ccco5)ccc4c3CCN1C(=O)[C@@H](CC(=O)NCCCOC)C[C@@H]2C(=O)N1CCN(C(=O)C2CC2)CC1 | 4
CC[C@H]1c2[nH]c3ccc(C(C)C)cc3c2[C@@H]2CCN3C(=O)CCC[C@H]1[C@H]23 | 0
OC(c1ccc2ccccc2n1)c1c(Cl)cccc1Cl (stereo not drawn) | 2
O=C(COC(=O)CCCN1C(=O)c2cccc3cccc(c23)C1=O)NC1CCS(=O)(=O)C1 (stereo not drawn) | 2
CCOc1cc(C=NN2CCCCCC2)ccc1O | 5
COc1cc(-c2cc(C(=O)Nc3cc(S(=O)(=O)N4CCOCC4)ccc3C)c3ccccc3n2)cc(OC)c1OC | 2
CN(C)CCCNC(=O)C[C@H]1C[C@H](C(=O)N2CCOCC2)[C@@]2(CCC3CCCC3)c3[nH]c4cc(-c5ccco5)ccc4c3CCN2C1=O | 0
NC(=O)C1CCCN(C(=O)CN2C(=O)NC(c3ccccc3)(c3ccccc3)C2=O)C1 (stereo not drawn) | 0
O=C(C1CC(=O)N(c2ccc3c(c2)OCCO3)C1)N1CCN(S(=O)(=O)c2cccc(F)c2)CC1 (stereo not drawn) | 3
CCCN=C1N(C)C[C@@H]2[C@@H]3C(=O)N(C)C(=O)[C@@H]3[C@](C)(C(=O)OC)N12 | 3
CC(C)(C)OC(=O)N(Cc1ccccc1)Cc1ccc(OCc2cccc(NC(=O)C3CC3)c2)cc1 | 4
O=C(N[C@H]1C/C=C\C(c2cccc(F)c2)N(Cc2ccccc2)C(=O)C1)OCC1c2ccccc2-c2ccccc21 (stereo partly drawn) | 6
CCCCn1cnc2c(SCc3ccc(Br)cc3)nc(N)nc21 | 3
O=c1nc2onnc2c(C=NO)[nH]1 | -1
CN(c1ccc(F)cc1)S(=O)(=O)c1ccc(Cl)c(C(=O)NCC(c2ccco2)N2CCCCC2)c1 (stereo not drawn) | 4
CC(C)C[C@H]1CNC(=O)C(=O)N1CC1CCN(CCc2ccc(-c3ccccc3)cc2)CC1 | -3
CCCCn1c2nc3ccccc3nc2c2c(=O)n(CC(C)C)cnc21 | -4
O=C(CN1CCN(C(=O)c2cccc(S(=O)(=O)N3CCCC3)c2)CC1)Nc1cccc(F)c1 | 0
C/C=C(\C)C(=O)OC1[C@H](OC(C)=O)C2(CO)C(CC1(C)C)C1=CCC3C4(C)CCC(O[C@@H]5O[C@H](C(=O)O)[C@@H](O[C@@H]6O[C@H](CO)[C@@H](O)[C@H](O)[C@H]6O)[C@H](O)[C@H]5O[C@H]5O[C@H](CO)[C@@H](O)[C@H](O)[C@H]5O)[C@](C)(CO)C4CCC3(C)[C@]1(C)C[C@H]2O (stereo partly drawn) | 14
O=C(CC(O)c1ccccc1)Nc1ccccn1 (stereo not drawn) | 0
Cc1ccc(OCC(=O)Nc2ccc(-n3cnnn3)cc2)c(C)c1 | 4
CCc1cccc2c1NC(=O)C2=O | 3
COc1cc(S(=O)(=O)NCC2(N3CCCCC3)CCCCC2)ccc1NC(C)=O | 3
COc1ccc(C(CNC(=O)c2cccc(NS(=O)(=O)c3ccccc3)c2)N2CCCC2)cc1 (stereo not drawn) | -4
The list continues:
SMILES | IDE act
O=C1CCC[C@@H]2Cc3nc4ccccc4cc3[C@@H]3CCN1[C@H]23 | -3
CCN(C(=O)COC(=O)/C=C/c1ccc(C)o1)c1c(N)n(Cc2ccccc2)c(=O)[nH]c1=O | 0
O=C(COC(=O)Cn1cc(C(F)(F)F)ccc1=O)Nc1ccc(Br)cc1F | -6
O=C(CCSCCC(=O)NN=Cc1ccccc1O)NN=Cc1ccccc1O | 2
CCOC(=O)c1c(-c2ccccc2)csc1NC(=O)/C(C#N)=C\c1ccc(O)c(OC)c1 | -74
CC(=O)Oc1ccc(C2=Cc3ccc(OC(C)=O)cc3OC2C)cc1 (stereo not drawn) | -3
COc1ccccc1N1CCN(C(=O)c2cc(S(=O)(=O)N3CCOCC3)ccc2C)CC1 | 1
COc1ccc(C(=O)NCC(c2ccccc2)c2ccccc2)cc1S(=O)(=O)N1CCOCC1 | -1
CN(C)C(=O)CCc1ccc2c3c([nH]c2c1)[C@]1(CCC2CCCC2)[C@@H](C(=O)N2CCOCC2)C[C@H](CC(=O)NCC24CC5CC(CC(C5)C2)C4)C(=O)N1CC3 | 4
C#CCOCCOCCOCCNc1nc(N2CCN(C(=O)[C@H](CO)n3cc([C@@H](N)C(C)C)nn3)CC2)nc(N2CCN(C(=O)[C@H](CO)n3cc([C@@H](N)C(C)C)nn3)CC2)n1 | 0
O=C(O)C(Cc1ccc(OS(=O)(=O)Cc2ccccc2)cc1)NS(=O)(=O)Cc1ccccc1 (stereo not drawn) | 4
OC(CCCN1CCCCC1)(c1ccccc1)c1ccc(C(F)(F)F)cc1 (stereo not drawn) | 7
O=S(=O)(CS(=O)(=O)Oc1ccccc1)Oc1ccccc1 | -1
CCCCn1c(N)c(N(CCC(C)C)C(=O)CSc2nc3ccccc3n2C)c(=O)[nH]c1=O | -10
CC12CCC(=O)C=C1CCC1C2C(O)CC2(C)C1CCC2(O)C(=O)COC(=O)COCC(=O)O (stereo not drawn) | 8
Cc1ccc(NC(=O)Cn2c(=O)ccn(Cc3ccccc3)c2=O)cc1S(=O)(=O)N1CCOCC1 | 5
Cc1ccc(OC(=O)c2ccccc2)cc1C | 5
CN(C(=O)C=Cc1ccco1)c1ccccc1 | 5
CCOc1ccc(NC(=O)CN(C)C(=O)C2CC(=O)N(CCc3ccc(OC)c(OC)c3)C2)cc1OCC (stereo not drawn) | 2
CCOCCCn1c(SCC(=O)Nc2oc(C)c3c(C)n[nH]c(=O)c23)nc2ccccc2c1=O | 0
Cc1ccc(C=NNc2ccc([N+](=O)[O-])cn2)cc1 | 5
Cc1ccc(OCC(=O)O)c(O)c1 | 1
O=C(NCc1ccccn1)C1CCCN(S(=O)(=O)c2cc(Cl)ccc2Cl)C1 (stereo not drawn) | 3
C[C@@H]1CC=C[C@@H]2[C@H]1C(=O)N(Cc1ccccc1)[C@H]2c1cccc(C#Cc2ccccc2)c1 | -1
S=C(NN=Cc1ccc2c(c1)OCO2)NN=Cc1ccc2c(c1)OCO2 | -4
Further records follow:
SMILES | IDE act
CC(C)n1cc2c(N)ncnc2n1 | 2
CC[C@]12c3[nH]c4ccc(Cl)cc4c3CCN1C(=O)[C@@H](CC(=O)NCC13CC4CC(CC(C4)C1)C3)C[C@@H]2C(=O)N1CCN(C(=O)C2CC2)CC1 | 5
O=[N+]([O-])c1ccc(NS(=O)(=O)c2ccccc2)c(Cl)c1 | -3
CCN(CC)C(=O)[C@H]1C[C@H](CC(=O)NCc2ccco2)C(=O)N2CCc3c([nH]c4cc(-c5ccco5)ccc34)[C@]12C | 8
O=C1CCCCC1(CCc1ccncc1)CCc1ccncc1 | -7
N#Cc1ccc(Cl)cc1NC(=O)CNc1cccc(S(=O)(=O)N2CCCC2)c1 | -8
Cc1cc(-c2ccccc2)nc(N/N=C/c2ccc(O)cc2)n1 | -6
COc1cccc(CNc2nc3ccc(NC(C)=O)cc3s2)c1 | 3
CC(C)=C1CCC(C)CC1=NNC(N)=S (stereo not drawn) | -3
CCN(Cc1ccccc1)C(=O)COC(=O)Cc1c[nH]c2ccccc12 | 5

Arranged by value in IDE act (smallest number first): three of the compounds above.
SMILES | IDE act
O=C1CCCCC1(CCc1ccncc1)CCc1ccncc1 | -7
O=[N+]([O-])c1ccc(NS(=O)(=O)c2ccccc2)c(Cl)c1 | -3
CC[C@]12c3[nH]c4ccc(Cl)cc4c3CCN1C(=O)[C@@H](CC(=O)NCC13CC4CC(CC(C4)C1)C3)C[C@@H]2C(=O)N1CCN(C(=O)C2CC2)CC1 | 5

Only part of the results is shown, so the mix of outcomes need not match the whole.
